# XiGFP reactiv = activators of inactive X chromosome reactivation, primary screen, imaging, XiGFP fibroblasts, GFP high-content imaging, set 2; activation, % at 7.58 µM; XiGFP mouse fibroblasts, % GFP-positive cells imaging, 3 d; cells co-treated with 5-aza-dC sensitizer; scaled so ellipticine positive control = 100%; 360,000 tested, 0.055% active;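 active = mean normalized replicate activation at least 10% and every replicate at or above 10%; inconclusive = only one of the two criteria met; inactive = mean below 10% and not all replicates reach 10%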;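 note: 0% = median of on-plate neutral control wells and 100% = ellipticine 6 µM median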
#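 System: SV40-immortalized XiGFP fibroblast cells, line 68-5-11 / Incubation: 3-day compound exposure, then 15 min fixation at room temperature / Compound: single concentration per compound, delivered by pin transfer / Buffer or medium: DMEM plus 5-aza-dC sensitizer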
# RAD52 anneal inh = RAD52 DNA annealing inhibitors, primary screen, biochemical, FRET, single point, set 2; DNA repair protein RAD52 homolog (Homo sapiens), P43351; recombinant RAD52 DNA annealing, FRET fluorescence; inhibition, % at 18.7 µM; 360,000 tested, 0.46% active; AID 651710, 2012;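 active = every replicate showing at least 50% inhibition; inconclusive = mean inhibition at least 50% but not in every replicate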
# Target sequence (P43351 whole entry, looked up): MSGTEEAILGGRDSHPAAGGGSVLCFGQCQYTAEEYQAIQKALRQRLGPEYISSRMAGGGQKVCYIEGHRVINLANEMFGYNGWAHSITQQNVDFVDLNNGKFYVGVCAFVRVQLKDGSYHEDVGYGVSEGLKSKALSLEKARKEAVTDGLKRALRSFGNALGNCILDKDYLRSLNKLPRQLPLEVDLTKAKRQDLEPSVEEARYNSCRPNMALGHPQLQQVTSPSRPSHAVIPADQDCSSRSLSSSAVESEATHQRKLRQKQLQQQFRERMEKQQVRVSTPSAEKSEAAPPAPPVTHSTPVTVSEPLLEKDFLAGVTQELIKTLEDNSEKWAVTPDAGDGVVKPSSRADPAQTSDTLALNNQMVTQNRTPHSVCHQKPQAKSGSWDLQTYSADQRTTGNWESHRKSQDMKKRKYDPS
# Casp6 inh = human caspase-6 inhibitors, primary screen, biochemical, VEID-R110 fluorescence, single point, set 2 | P55212 | 350,000 tested, 0.53% active | purified caspase-6, Z-VEID-R110 cleavage fluorescence | inhibition, % at 12.5 µM | AID 686996, 2013;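 active = mean inhibition across replicates at least about 35%, with every replicate also reaching that limit, limit read from the data; inconclusive = only one of the two criteria met; inactive = neither criterion met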;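 note: 0% = median of neutral control wells and 100% = no fluorescence left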
# Target sequence (P55212 24-179 limits assumed): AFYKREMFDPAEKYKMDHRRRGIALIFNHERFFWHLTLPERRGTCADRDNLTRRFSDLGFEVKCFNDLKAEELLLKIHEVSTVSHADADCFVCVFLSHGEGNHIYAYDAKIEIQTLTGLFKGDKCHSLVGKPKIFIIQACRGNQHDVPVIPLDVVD
# Target sequence (P55212 194-293 limits assumed): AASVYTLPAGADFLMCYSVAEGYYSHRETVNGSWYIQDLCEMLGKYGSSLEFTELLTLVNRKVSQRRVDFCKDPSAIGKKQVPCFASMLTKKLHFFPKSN
# CFTR F508del cor = F508del CFTR correction, initial screen, CFBE line, single point. activity (quench increase), % at 7.58 µM. CFBE cells, YFP halide quenching; stimulated with forskolin plus potentiator P3; % fluorescence drop versus neutral controls. 350,000 tested, 0.36% active. AID 720511, 2013;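 active = mean added fluorescence quench of at least 8% versus neutral control, with both replicates also reaching 8%; inconclusive = only one of the mean or replicate conditions met; inactive = mean below 8% and not both replicates reaching 8%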;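 note: cells transiently co-express mutant CFTR-F508del with the halide-sensitive YFP; corrector assay measuring rescue of mutant channel to the surface after 24 h compound exposure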
# GSIS activator = GLuc luminescence reporter in INS-1E cells, primary screen for activators of glucose-dependent secretion of insulin. INS-1E GLuc reporter insulin secretion, 2-3 h. activation, % at 16.6 µM. AID 743287, 2014. 370,000 tested, 0.61% active;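 active = lowest replicate activation of at least 40%, so every replicate reaches that level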;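 note: 0% = median of neutral control wells and 100% = median of IBMX positive control wells; some compounds called inactive have numbers as strong as hits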
# E-selectin induc = E-selectin induction in HUVECs, primary screen, imaging, HUVEC, immunofluorescence imaging, single point; normalized: neutral wells 0, TNF-alpha wells 100; activation, % at 7.58 µM; 260,000 tested, 0.37% active; P16581;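 active = mean E-selectin-positive cell signal at least 10% of the positive control, reached in at least 60% of replicates, without over 20% cell loss; inconclusive = no rule given, readout overlaps actives, possibly toxicity-flagged; inactive = the rest, including those meeting only one limit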;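 note: in these data hits start at about 27%; measured in HUVEC primary endothelial cells; signal is the percent of cells scored E-selectin positive by PE staining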
#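 System: HUVEC, human umbilical vein endothelial cells; quantity: 3,000 cells/well; buffer or medium: EGM-2 medium, gelatin-coated wells; dosing: single-point compound dose; detection: immunofluorescence imaging; evaluation: % PE-positive cells; benchmarks: TNF-alpha, DMSO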
# DENV2 CPE rescue = inhibitors of DENV2 cytopathic effect, primary screen, cell-based, plate reader, single concentration | DENV2-infected cells, cytopathic effect rescue | CPE inhibition, % at 9.99 µM | AID 651640, 2012 | 350,000 tested, 1.7% active; in the data active = CPE inhibition above about 20%, passing the limit was not always enough; inconclusive = no clear call, values can overlap the other calls; tested in BHK-21 cells;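 note: 0% = median of neutral control wells and 100% = median of positive control wells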
# RAD54 branch = inhibitors of human RAD54 branch migration, primary screen, biochemical, fluorescence, single point; RAD54 Holliday junction branch migration, FAM/BHQ fluorescence; AID 602329, 2012; inhibition, % at 10.4 µM; DNA repair and recombination protein RAD54-like (Homo sapiens), Q92698; 360,000 tested, 0.14% active;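 active = mean normalized replicate activity at least 40 and at least half of replicates scoring 40 or more; inconclusive = only one of the two criteria met; inactive = mean below 40 and under half of replicates reaching 40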;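 note: 0% = median of neutral control wells and 100% = median of positive control wells; inhibitors cause a drop in the FAM fluorescence signal; in these data hits start at about 50%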
# The depositor's hits bear a star; u = inconclusive; x = not tested or not shown.
SMILES,XiGFP reactiv,RAD52 anneal inh,Casp6 inh,CFTR F508del cor,GSIS activator,E-selectin induc,DENV2 CPE rescue,RAD54 branch
CCOC(=O)c1c(C)oc2c1c(C=NCCC(=O)O)c(O)c1ccccc12,0.1,-189,31,-2.3,0,x,x,2
CC(C)NC(=O)Nc1ccc2c(c1)C(=O)N([C@@H](C)CO)C[C@H](C)[C@@H](CN(C)S(C)(=O)=O)O2,-0.8,-11,-1,-0.3,24,1.7,-4,-6
O=C(Nc1cccc(/C=C/c2ccccn2)c1)c1cc(Cl)ccn1,0.3,-26,0,-2.7,1,-0.1,1,-6
O=C1COc2cc(O)ccc21,-0.1,-7,-1,5.5,4,-0.1,12,-1
COCCCNC(=O)Cn1ncc2c(=O)oc3ccccc3c21,x,-5,1,x,-1,x,x,-6
Cc1cc(C)nc(N/N=C/c2cn[nH]c2-c2ccc(F)cc2)n1,0.3,3,-4,-0.4,-5,x,2,0
CC(=O)c1sc(NC(=O)CSCc2c(C)noc2C)nc1-c1ccccc1,-0.1,-65,-19,1.8,x,x,2,-7
O=C(NCc1ccc(F)cc1)C(=O)NCC1OCCN1S(=O)(=O)c1cccs1 (stereo not drawn),0.1,-12,1,-4.1,25,0.0,-1,-4
O=C(O)/C(=C\c1ccccc1Cl)c1ccc(S(=O)(=O)N2CCCCC2)s1,0.1,-17,28,x,12,2.5,1,-5
COc1ccccc1NC(=O)N(C)C[C@H]1Oc2ncc(C#CCC(C)C)cc2C(=O)N([C@H](C)CO)C[C@@H]1C,0.7,10,6,-3.4,-21,0.0,u,-2
CCC(COC(C)=O)Nc1nc2c([nH]1)c(=O)n(C)c(=O)n2C (stereo not drawn),-0.1,-10,2,-2.9,-1,0.3,1,x
CCCCN(C(=O)/C=C/c1ccco1)c1c(N)n(Cc2ccccc2)c(=O)[nH]c1=O,0.2,-14,1,-0.9,0,2.2,0,x
O=C(NNC(=S)NCCCN1CCOCC1)c1ccncc1,0.3,-11,-1,-0.1,-1,4.3,-5,-9
C/C=C/c1ccc2c(c1)O[C@@H](CN(C)C(=O)c1ccc3c(c1)OCO3)[C@@H](C)CN([C@@H](C)CO)S2(=O)=O,-0.3,-12,-1,4.7,-2,0.1,0,-5
N#Cc1ccc(-c2ccc([C@H]3[C@H]4CN(C(=O)Cc5ccccc5)CC(=O)N4[C@H]3CO)cc2)cc1,-0.1,-15,-1,3.6,-18,-0.5,3,x
O=C(N/N=C/c1ccc(OC(=O)c2ccco2)cc1)c1ccccn1,0.2,-20,0,0.5,11,x,-4,x
COc1ccccc1C1C(C(=O)c2ccco2)=C(O)C(=O)N1c1cc(C)on1 (stereo not drawn),-0.1,-13,2,3.6,-9,0.1,11,1
O=C(c1ccc(S(=O)(=O)N2CCOCC2)cc1)N1CCN(c2cccc(Cl)c2)CC1,x,3,1,x,-27,x,x,2
Cc1ccc(C)c(C(=O)N(C)CC(=O)Nc2ccccc2C(F)(F)F)c1,0.0,-9,0,0.7,5,x,3,x
CCC(Oc1ccc(C)c(C)c1)C(=O)N1CCCN(C)CC1 (stereo not drawn),0.3,-6,-28,1.0,-25,0.4,9,-3
CCCCCCn1cc(CN(C)C2CN(Cc3cn(CCCCCC)nn3)S(=O)(=O)C2)nn1 (stereo not drawn),0.0,-7,3,1.0,-9,3.5,-10,x
COc1cc(/C=C2\SC(c3ccc(C)cc3)=NC2=O)ccc1O,x,-30,1,-2.8,-14,x,3,x
O=C(CNC(=O)c1cc(-c2ccccc2)nn1-c1ccccc1)Nc1ccccc1Br,-0.1,-25,-1,2.6,-7,x,16,8
CN(C)C(=O)c1ccc(-c2ccc3c(c2)[C@H]2[C@H](CCN2C(=O)c2ccccc2F)[C@@H](CO)N3)cc1,0.0,x,x,0.7,-1,-0.3,-14,-8
N#C[C@@H]1[C@H](c2ccccc2-c2cccc(F)c2)[C@@H](CO)N1S(=O)(=O)c1cccc(F)c1,0.0,3,-2,-1.5,-5,0.0,1,x
O=C(/C=C1\SC(=O)N(CC(=O)Nc2ccc(Cl)cc2)C1=O)Nc1ccc(F)cc1,0.0,-11,43*,x,6,x,-11,x
COC(=O)c1ccc(CN2CCCC(CO)(Cc3ccc(F)cc3F)C2)cc1 (stereo not drawn),0.0,-160,2,1.8,-9,x,-4,-6
CCN(CC)c1ccc(/C=C(\C#N)C(N)=S)cc1,0.0,-36,9,0.3,-15,0.0,-4,x
O=C(CCc1nnc(CCCCc2ccccc2)o1)NC1CCCC1,0.1,-9,-5,-2.0,-5,5.1,-6,-6
COc1ccc(-c2cn(CC[C@H]3CC[C@@H](NC(=O)CCN4CCCCC4)[C@H](CO)O3)nn2)cc1,-0.1,-7,-27,-0.1,-20,0.4,-5,6
Cc1ccccc1S(=O)(=O)N1[C@H](CO)[C@@H](c2ccc(C#CC3CCCC3)cc2)[C@@H]1C#N,0.0,-75,1,-2.0,13,0.1,-1,x
C[C@@H]1CN([C@@H](C)CO)C(=O)c2cccc(NS(=O)(=O)c3cccs3)c2O[C@@H]1CN(C)Cc1ccncc1,0.0,-84,-1,1.6,-3,-0.4,-5,10
CNc1c(NC(=O)COc2ccc(Cl)cc2)c(=O)oc2ccccc12,0.0,-9,0,-1.6,2,x,0,7
CCOC(=O)C1CCCN(CC(=O)c2c[nH]c3ccc(C)cc23)C1 (stereo not drawn),0.0,-27,1,-0.5,x,x,u,x
C[C@H]1CN([C@@H](C)CO)C(=O)c2cccc(NS(=O)(=O)c3ccc(Cl)cc3)c2O[C@H]1CN(C)C(=O)NC1CCCCC1,0.3,-11,-2,4.2,-24,-12,-1,-2
C[C@H](CO)N1C[C@H](C)[C@H](CN(C)C(=O)Nc2cccc3ccccc23)Oc2c(NC(=O)c3cnccn3)cccc2C1=O,-0.1,12,3,-1.6,19,0.1,-2,-4
COC(=O)c1[nH]c(C)c(/C(O)=C2\C(=O)C(=O)N(CCN3CCOCC3)C2c2ccc(C)o2)c1C (stereo not drawn),-0.1,-24,2,0.0,0,x,-1,6
CS(=O)(=O)N(Cc1ccc(C(=O)NN=C2CCCCCC2)cc1)c1ccccc1,-0.1,-12,2,0.0,6,0.7,110*,1
C[C@H](CO)N1C[C@H](C)[C@@H](CN(C)Cc2ccc(-c3ccccc3)cc2)Oc2ccc(NS(=O)(=O)c3ccc(F)cc3)cc2CC1=O,-1.2,x,x,3.7,-9,0.7,x,x
CCOC(=O)/C(=C/c1ccc(OC(F)F)cc1)C1=Nn2c(nnc2-c2ccc(Cl)cc2)SC1,0.2,-3,-1,-6.8,x,0.2,-2,6
COc1ccccc1N1CCN(c2cc(=O)n(-c3ccccc3Cl)c(=O)[nH]2)CC1,x,-3,21,-1.1,8,x,-10,0
CC(=O)N1CCCCN2[C@H](CO)[C@H](c3ccc(-c4cccc(C(=O)N(C)C)c4)cc3)[C@H]2C1,0.1,2,2,0.8,-7,0.1,-9,7
CCC(=O)c1ccc(OCC(=O)Nc2ccc(S(=O)(=O)Nc3cc(C)nc(C)n3)cc2)cc1,0.1,-17,-1,-2.9,x,x,-5,9
O=S1(=O)CC2N=C(N(Cc3ccc(F)cc3Cl)c3ccccc3F)SC2C1 (stereo not drawn),0.0,1,4,x,-21,0.2,-3,x
CN(C)c1nnnn1-c1ccc(OC(F)(F)F)cc1,0.0,-15,-1,x,-5,x,-2,x

# 6 compounds out of the list, sorted by SMILES length, high to low:
SMILES,XiGFP reactiv,RAD52 anneal inh,Casp6 inh,CFTR F508del cor,GSIS activator,E-selectin induc,DENV2 CPE rescue,RAD54 branch
C[C@H]1CN([C@@H](C)CO)C(=O)c2cccc(NS(=O)(=O)c3ccc(Cl)cc3)c2O[C@H]1CN(C)C(=O)NC1CCCCC1,0.3,-11,-2,4.2,-24,-12,-1,-2
C[C@@H]1CN([C@@H](C)CO)C(=O)c2cccc(NS(=O)(=O)c3cccs3)c2O[C@@H]1CN(C)Cc1ccncc1,0.0,-84,-1,1.6,-3,-0.4,-5,10
CC(=O)N1CCCCN2[C@H](CO)[C@H](c3ccc(-c4cccc(C(=O)N(C)C)c4)cc3)[C@H]2C1,0.1,2,2,0.8,-7,0.1,-9,7
Cc1ccccc1S(=O)(=O)N1[C@H](CO)[C@@H](c2ccc(C#CC3CCCC3)cc2)[C@@H]1C#N,0.0,-75,1,-2.0,13,0.1,-1,x
COc1ccccc1N1CCN(c2cc(=O)n(-c3ccccc3Cl)c(=O)[nH]2)CC1,x,-3,21,-1.1,8,x,-10,0
O=S1(=O)CC2N=C(N(Cc3ccc(F)cc3Cl)c3ccccc3F)SC2C1 (stereo not drawn),0.0,1,4,x,-21,0.2,-3,x

# (listing goes on)
SMILES,XiGFP reactiv,RAD52 anneal inh,Casp6 inh,CFTR F508del cor,GSIS activator,E-selectin induc,DENV2 CPE rescue,RAD54 branch
O=C(Nc1ccccc1)Nc1ccccc1,x,-13,-3,-5.0,10,x,u,1
COc1ccc(NC(=O)CSc2nnc(C3CC3)n2C)cc1,0.5,-16,1,-1.9,0,x,8,x
CCS(=O)(=O)c1ccc2oc(Nc3ccc(OC)c(OC)c3)nc2c1,0.1,-9,8,0.9,24,1.9,-3,0
Cc1ccc(/C=N/NC(=O)NC2CCCCC2)o1,0.2,-23,0,-2.2,1,x,8,x
CNc1ccc(S(=O)(=O)NCC(=O)NCCCc2ccccc2)cc1[N+](=O)[O-],0.4,-14,-2,-0.3,-2,0.1,17,-20
N#C/C(=C\c1ccncc1)c1ccc(NC(N)=O)cc1,0.1,12,1,-0.5,-16,-0.1,-1,4
COc1ccc(CN(C)C(=O)C2CCN(S(=O)(=O)c3cccs3)CC2)cc1F,0.0,-3,2,3.3,-3,x,-10,-1
Cc1noc(C)c1S(=O)(=O)Nc1ccc2c(c1)C(=O)N([C@@H](C)CO)C[C@H](C)[C@H](CN(C)S(=O)(=O)c1cccs1)O2,0.1,-11,1,-0.4,4,-0.2,-8,-5
O=C(CCc1ccccc1)n1nc(-c2ccccc2)nc1NCc1ccco1,x,-10,0,0.0,-5,x,1,x
